Bioassay records deposited in PubChem BioAssay by National Center for Advancing Translational Sciences (NCATS).
HEK293 viab = reduces viability of HEK-293 SNCA reporter cells; Potency, µM (doses to about 57.1 µM), for inactives: at the highest dose activity change, negative = cytotoxicity, usual class: cytotoxic; AID 1671193; HEK-293-SNCA-luc viability, GF-AFC fluorescence, 24 h; hit rate 0.12% among 150,000;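 further: potency means the concentration at half of the fitted maximal effect; 0% = DMSO-treated cells and -100% = medium-only wells without cells; nearly all actives have a fitted effect of over 30% in size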
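Cytotoxicity counterscreen: after 24 h compound treatment of genome-edited SNCA-luciferase HEK-293 cells, live-cell protease substrate GF-AFC read by fluorescence after 30 min; activity scaled between DMSO (0%) and medium-only (-100%), curves Hill-fitted.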
GPT2 inh = blocks human glutamate pyruvate transaminase 2 | Recombinant GPT2, coupled pyruvate oxidase/HRP Amplex Red fluorescence | Potency, µM (titrated, usually from 57.7 µM), inactives show top-dose activity change, negative = inhibition, most hits filed as inhibitors | hit rate 0.25% among 100,000 | AID 1671188; further: potency means the concentration at half of the fitted maximal effect; nearly all actives have a fitted effect of over 60% in size; many of its hits are not listed in these tables
Target sequence (Q8TD30 whole entry, looked up): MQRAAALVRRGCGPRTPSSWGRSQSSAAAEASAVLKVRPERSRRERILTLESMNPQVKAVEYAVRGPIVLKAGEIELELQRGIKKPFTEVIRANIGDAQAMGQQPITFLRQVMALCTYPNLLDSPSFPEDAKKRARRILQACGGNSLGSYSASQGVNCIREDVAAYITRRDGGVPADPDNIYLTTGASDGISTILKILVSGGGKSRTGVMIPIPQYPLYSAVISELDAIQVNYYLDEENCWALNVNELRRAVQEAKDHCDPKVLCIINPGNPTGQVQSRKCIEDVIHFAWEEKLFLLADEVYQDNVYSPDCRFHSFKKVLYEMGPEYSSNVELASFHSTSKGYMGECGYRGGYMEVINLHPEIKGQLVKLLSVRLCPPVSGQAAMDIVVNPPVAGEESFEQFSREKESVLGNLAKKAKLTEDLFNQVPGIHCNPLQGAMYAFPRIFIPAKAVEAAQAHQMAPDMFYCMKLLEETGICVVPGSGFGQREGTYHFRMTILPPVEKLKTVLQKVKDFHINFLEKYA
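Inhibition is scored from Amplex Red fluorescence generated when pyruvate oxidase and HRP act on pyruvate released by GPT2. Reactions contain 10ng/uL enzyme, 250uM a-KG and 2mM L-alanine and run 30 min at room temperature.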
IP6K1 inh = blocks human inositol hexakisphosphate kinase 1; IP6K1 kinase, ADP-Glo luminescence, 2 h; hits give low values; activity change, % (series mostly up to about 58 µM); Q92551; hit rate 0.81% among 140,000; AID 1645851; in the data active means activity change below about -25%
Target sequence (Q92551 whole entry, looked up): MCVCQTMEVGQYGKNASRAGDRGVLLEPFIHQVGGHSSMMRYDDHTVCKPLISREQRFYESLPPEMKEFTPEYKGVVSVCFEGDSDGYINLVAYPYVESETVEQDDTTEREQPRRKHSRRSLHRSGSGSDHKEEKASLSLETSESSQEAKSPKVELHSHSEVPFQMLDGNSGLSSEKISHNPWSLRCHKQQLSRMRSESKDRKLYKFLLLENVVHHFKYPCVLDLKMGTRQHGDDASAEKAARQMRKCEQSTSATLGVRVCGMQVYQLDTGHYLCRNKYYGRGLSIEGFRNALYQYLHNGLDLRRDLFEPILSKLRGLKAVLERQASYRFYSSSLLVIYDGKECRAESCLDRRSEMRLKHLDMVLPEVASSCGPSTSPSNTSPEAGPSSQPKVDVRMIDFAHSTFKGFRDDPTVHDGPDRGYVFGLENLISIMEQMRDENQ
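ADP-Glo luminescence measures ADP made by human IP6K1 during a 2 h RT reaction with ATP/IP6 (mix at 1.3 mM/130 uM); top library doses 57.5 and 19.1 uM final.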
FLuc inh = Photinus pyralis luciferase inhibition. purified P. pyralis luciferase, luminescence, biochemical. Potency, µM (top dose mostly 115 µM), without a hit: at the top dose activity change, negative = inhibition, actives largely listed as inhibitors. P08659. hit rate 2.5% among 76,000. AID 1347043; further: potency means the concentration at half of the fitted maximal effect; nearly all actives have a fitted effect of over 65% in size
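Luminescence read by CCD imaging after purified firefly luciferase (10nM final) was added to substrate buffer holding 10uM D-luciferin and 10uM ATP, pH 7.5, pre-dosed with compound.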
HEK cytotox = cytotoxic compounds in HEK 293 cells | AID 1345083 | Potency, µM (highest dose often 115 µM), without a hit: at the top dose activity change, negative = cytotoxicity, usual class: inhibitors | HEK 293 viability, ATP luminescence (CellTiter-Glo), 48-72 h | hit rate 6.6% among 94,000; further: potency means the concentration at half of the fitted maximal effect; nearly all actives have a fitted effect of over 60% in size
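HEK 293 seeded at 250 cells/well receive compound via pintool. After 48 or 72 hr at 37 degree Celsius, 5% CO2 and 95% humidity, CellTiter-Glo is dispensed and luminescence read following 10 min at room temperature.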
3T3 cytotox = NIH 3T3 cell cytotoxicity; NIH 3T3 viability, CellTiter-Glo ATP luminescence, 48-72 h; Potency, µM (top dose mostly 96.7 µM), for the others: top-dose activity change, negative = cytotoxicity, actives largely listed as inhibitors; hit rate 4.3% among 94,000; AID 1345082; further: potency means the concentration at half of the fitted maximal effect; nearly all actives have a fitted effect of over 55% in size
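ATP-dependent luminescence (CellTiter-Glo) served as the viability signal for NIH 3T3 cells treated with compound for 48 or 72 hr at 37 °C.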
SNCA expr inh = SNCA gene expression inhibition; AID 1671194; HEK-293 SNCA-luciferase knock-in, luminescence, 24 h; hit rate 0.17% among 140,000; Potency, µM (series often up to 57.2 µM), inactives show top-dose activity change, negative = inhibition, actives largely listed as inhibitors;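 further: potency means the concentration at half of the fitted maximal effect; plate controls were DMSO cells for no effect and cell-free wells for full effect; nearly all actives have a fitted effect of over 45% in size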
Numbers without * were called inactive; i = inactive; u = inconclusive; x = no result given; [ ] = dose if it differs, or a comment. Unless noted, the call rests on the fitted dose curve; in most records, active means well fitted curve in the direction sought with a large enough effect; inconclusive means small, poorly fitted or top-dose-only effect, or another doubt; inactive means no such curve, though single readings can be large; an effect the other way counts as inactive or inconclusive. Unless noted, on the % scale 0 is the no-effect control and ±100 the full control effect. A portion of the library. The share of hits here may be higher or lower than overall.

Every second line gives: HEK cytotox, GPT2 inh, FLuc inh, 3T3 cytotox, SNCA expr inh, HEK293 viab, IP6K1 inh
- Cn1ccc2c(C(=O)NCCc3ccccn3)nc(-c3cccc(N4CCOCC4)c3)cc21
    u, -3%, 8%, u, 15%, -20%, -13
- Cc1noc(C)c1Cc1ccc(C(=O)N2CCC(c3nc(C(=O)N4CCCC4)c(C)o3)CC2)o1
    u, i, x, u, -10%, -5%, 5
- CN1CCC(C(=O)N2Cc3ccccc3CC3(CCN(Cc4cccnc4)C3)C2)CC1 (stereo unspecified)
    u, 1%, x, u, u, 1%, -6
- CCC(C)NC(=O)Cn1ccc2cc(S(=O)(=O)N3CCCCCC3)ccc21 (stereo unspecified)
    x, x, x, x, 43%[activator], 7%, -4
- COCCN1C(=O)c2cccn2CC1CNC(=O)CC(C)C (stereo unspecified)
    -5%, i, 0%, i, -19%, 12%, 3
- COc1ccc(CN2CCC3(CC2)C(=NC2CCCCC2)NC(=O)N3c2cccc(OC)c2)cc1
    -12%, i, x, -2%, -11%, 12%, -8
- O=C([C@H]1CCC[C@@H](O)C1)N1CCN(c2ccc3nccn3n2)CC1
    -5%, u, 2%, -2%, 9%, 4%, 18
- O=C(c1ccc(Cl)cc1)N1CCC(n2cc[nH]c2=O)CC1
    i, i, x, i, -4%, 5%, -6
- C#CCNC(=O)c1cc(-c2cnccc2Cl)c2cccn2n1
    u, -3%, x, u, 16%, -24%, -6
- COc1ccc(C(=O)N2CCC(C(NC(=O)c3cccc(OC)c3)C(=O)N3CCCC3)CC2)cc1 (stereo unspecified)
    -28%, i, -3%, -26%, -21%, 9%, 22
- COc1ccccc1NC(=O)Cn1c(C)cc(C)c(C#N)c1=O
    x, x, x, x, 9%, -2%, 9
- CCCNC(=O)N1CCCC1c1nc(CCOCC2CCOCC2)no1 (stereo unspecified)
    i, i, x, -3%, 12%, 11%, -10
- CN1CCOc2c(C(=O)NCc3cnn(C)c3)cc(-c3ccccc3)cc21
    u, 5%[88.5 µM], 1%[172 µM], u, -4%[87.6 µM], -4%[87.6 µM], -15
- COC(=O)C1=C(C)N=C2SC=C(CC(=O)N3CCCCC3C)N2C1c1ccc(OC)cc1 (stereo unspecified)
    u, i, -16%, u, 80%[activator], 6%, -9
- COc1ccc(-n2c(=O)c3ccccc3n(Cc3cccc(C)c3)c2=O)cc1
    x, x, x, x, 13%, -4%, -4

As a short view, some entries already given.
Every second line gives: HEK cytotox, GPT2 inh, FLuc inh, 3T3 cytotox, SNCA expr inh, HEK293 viab, IP6K1 inh
- Cn1ccc2c(C(=O)NCCc3ccccn3)nc(-c3cccc(N4CCOCC4)c3)cc21
    u, -3%, 8%, u, 15%, -20%, -13
- Cc1noc(C)c1Cc1ccc(C(=O)N2CCC(c3nc(C(=O)N4CCCC4)c(C)o3)CC2)o1
    u, i, x, u, -10%, -5%, 5
- CN1CCC(C(=O)N2Cc3ccccc3CC3(CCN(Cc4cccnc4)C3)C2)CC1 (stereo unspecified)
    u, 1%, x, u, u, 1%, -6
- CCC(C)NC(=O)Cn1ccc2cc(S(=O)(=O)N3CCCCCC3)ccc21 (stereo unspecified)
    x, x, x, x, 43%[activator], 7%, -4
- COCCN1C(=O)c2cccn2CC1CNC(=O)CC(C)C (stereo unspecified)
    -5%, i, 0%, i, -19%, 12%, 3
- COc1ccc(CN2CCC3(CC2)C(=NC2CCCCC2)NC(=O)N3c2cccc(OC)c2)cc1
    -12%, i, x, -2%, -11%, 12%, -8

(further entries)
Every second line gives: HEK cytotox, GPT2 inh, FLuc inh, 3T3 cytotox, SNCA expr inh, HEK293 viab, IP6K1 inh
- CCOC(=O)c1[nH]c2c(c1Cc1ccccc1C)C(=O)CC(c1ccccc1)C2 (stereo unspecified)
    x, x, x, x, u, 12%, -1
- CN(Cc1cccnc1)c1nc2c(c(=O)[nH]1)CCN(Cc1ccccc1F)CC2
    u, -4%, 3%, u, -20%, -6%, 0
- Cc1ccc(C(=O)N2CCC([C@@H]3CNC[C@H]3CO)CC2)c(C)c1
    -21%, i, 1%, -9%, -16%, 3%[12.5 µM], 15
- CCC(C)NC(=O)CN1C(=O)c2cccnc2Oc2ccc(C)cc21 (stereo unspecified)
    x, x, x, x, 26%, -12%, 35
- COc1ccc(C)cc1N(C)C(=O)c1c(C)oc2ncnc(N3CCOCC3)c12
    x, x, x, x, 26%, 9%, -16
- CC(=O)c1ccc(NC(=O)C2CCN(c3nnc(C)c4c(C)n(-c5ccccc5)nc34)CC2)cc1
    x, x, x, x, -12%, -1%, 10
- CCOCCCn1c(=N)c(C(=O)NCC2CCCO2)cc2c(=O)n3cccc(C)c3nc21 (stereo unspecified)
    x, x, x, x, -6%, u, 3
- CCc1ccc(CNC(=O)CN2C(=O)CCn3nc(-c4cn(C)c5ccccc45)cc32)cc1
    x, x, x, x, 10%, 2%, 2
- O=C(c1ccccn1)N1CCC(Cc2nc(C3CC3)n[nH]2)C1 (stereo unspecified)
    -5%, 0%, 3%, i, u, -3%, -5
- Cc1nc(SCCOc2ccccc2F)[nH]c(=O)c1Cc1ccccc1
    x, x, x, x, 36%[activator], 3%, -1
- COc1ccc(C(=O)Nc2cc(-c3cccnc3)nn2-c2ccccc2)cc1
    u, 4%, x, u, 40%[activator], -26%, -8
- N#Cc1cc(NC(=O)Nc2nnc(-c3ccncc3)s2)ccc1-c1cn[nH]c1
    x, i, x, x, 7%, 4%, x
- COc1cccc(CC(=O)N2CCC(CCn3c(C)cnc3-c3cccnc3)CC2)c1
    -29%, i, x, u, 8%, 1%, 20
- CCc1nc(-c2c3n(c(=O)n(CC(=O)Nc4cccc(F)c4)c2=O)CCCC3)no1
    17%, -4%, 2%, 1%, -15%, -7%, 7
- CCOc1ccc(Cn2c(CNS(=O)(=O)c3ccc(CC)cc3)nc3cccnc32)cc1
    x, x, x, x, -4%, -7%, -22
- CCc1nc(CN2CC[C@@H](c3ccc4c(c3)OCO4)[C@H](O)C2)c(C)[nH]1
    -7%, 4%, 9%, -29%, 3%, 0%, -3
- Cc1cc2ncc(C(=O)NCC(F)F)cn2n1
    i, 3%[88.5 µM], x, i, -15%[87.6 µM], -4%[87.6 µM], 4
- Cc1ccc(S(=O)(=O)c2cn(CC(=O)Nc3ccccc3)c3cc4c(cc3c2=O)OCO4)cc1
    x, x, x, x, 10%, -4%, -4
- CCOc1ccccc1NC(=O)N1CCCn2nc(C)cc21
    x, x, x, x, 2%, -12%, -6
- O=C1NC2(CCN(Cc3ccsc3)C2)OCc2ccccc21 (stereo unspecified)
    -15%[172 µM], i, 0%[172 µM], -20%[138 µM], -29%[87.6 µM], -8%[87.6 µM], 10
- CCOc1ccc(CCNC(=O)c2ccc(-c3nc(CSc4ccc(C)cc4)c(C)o3)cc2)cc1
    x, x, x, x, 6%, -7%, -4
- Cc1cc(C(=O)NCc2ccnc3[nH]ccc23)ccc1Cl
    u, -4%[88.5 µM], u, -32%[138 µM], 58%[activator][87.6 µM], 6%[87.6 µM], 1
- COc1ccc(NC(=O)Cc2ccc(N(Cc3ccc(C)cc3)C(=O)c3ccco3)cc2)cc1
    u, -9%, -9%, u, -9%, u, -4
- CCOCC(=O)N1CCC2(CC1)CN(C1CCC1)CC2COC (stereo unspecified)
    -6%, 4%, -2%, 3%, 2%, -4%, 1
- COCCNC(=O)NC[C@H]1O[C@@H]2C[C@@H](CC(=O)NC(C)C)O[C@@H]2[C@@H]1O
    i, -6%[88.5 µM], -4%[172 µM], -2%[174 µM], -7%[87.6 µM], 4%[87.6 µM], 6
- O=C(O)Cc1ccc(-c2ccccc2)cc1
    x, 3%, x, x, -21%[25.6 µM], -10%[23.9 µM], -10
- COc1cccc(/C=C/c2nc(C#N)c(N3CCCCCC3)o2)c1
    x, x, x, x, 32%[activator], u, 13
- Cc1ccc(CNC(=O)C(=O)NCC(c2ccco2)S(=O)(=O)c2cccs2)cc1 (stereo unspecified)
    x, x, x, x, -2%, -9%, 2
- COc1cccc(CN2Cc3cc(NS(=O)(=O)c4ccccc4)ccc3OCC2=O)c1OC
    u, i, -1%, u, -1%, 9%, -11
- NC(=O)C1CCN(CC[C@H]2CN(C(=O)Cc3ccccc3)CC[C@H]2CC(=O)O)CC1
    -7%[172 µM], i, -1%[172 µM], -5%[138 µM], -2%[87.6 µM], 9%[87.6 µM], -1
- CCN(CCCNC(=O)Cn1ncc2c([nH]c3ccccc32)c1=O)c1cccc(C)c1
    x, x, x, x, -19%, -11%, 1
- CCN1CCN(c2cc3c(cc2F)c(=O)c(S(=O)(=O)c2ccc(OC)cc2)cn3CC)CC1
    x, x, x, x, -6%, u, 25
- COc1ccc2c(CNCc3ccc(C)o3)c(C(=O)O)n(Cc3ccccc3C)c2c1
    x, x, x, x, 14%, 2%, 15
- COC(=O)c1ccc2nc(CO[C@H]3CN(C4CCC4)C[C@H]3F)[nH]c2c1
    -14%[172 µM], 3%[88.5 µM], -6%[172 µM], u, 13%[87.6 µM], -2%[87.6 µM], 7
- COc1ccc2nc(C[C@@H]3C[C@@H](C(C)C)[C@H](CNC(=O)NC4CCCCC4)C=C3C)[nH]c2c1
    -26%, 2%, -10%, -26%, -21%, u, 8
- Cc1cc(C)c(S(=O)(=O)N2CCCC(Cn3cc(CO)nn3)C2)c(C)c1 (stereo unspecified)
    -22%, -12%, 0%, -27%, 4%, -5%, 4
- O=C(c1ccccn1)N1CCC[C@H]1c1nc(-c2ccccc2)no1
    15%, u, 5%, i, -15%, -23%, 7
- c1cncc(CNc2cc(-c3cnc4ccccc4n3)c3cc[nH]c3n2)c1
    u, i, u, u, 50%[activator], u, 11
- Cc1noc(C)c1C(=O)NCC1Cn2cccc2CN1C (stereo unspecified)
    -2%, i, 2%, -13%, -16%, -19%, -8
- CCn1nccc1C(=O)N1CCC2(CC1)CC(N1CCN(CC(C)C)CC1)CCO2 (stereo unspecified)
    -6%, u, -10%, -13%, 19%, u, -8
- O=C(Nc1cc(-c2cccnc2)nn1-c1ccccc1)c1ccccc1F
    u, i, x, u, 2%, -12%, -6
- COc1ccc(CNC(=O)c2ccc(CSc3nc4ccncc4n3Cc3ccccc3F)cc2)cc1
    x, x, x, x, 20%, -2%, -7
- CC(C)N1C[C@H](O)C[C@H]1c1nnc2n1CCN(C(=O)Cc1cccc(F)c1)C2
    -7%, -12%, 4%, 3%, -20%, -1%[12.5 µM], -8
- COc1ccc(CN2CCN(c3nc(C)ccc3C#N)CC2CCO)cc1C (stereo unspecified)
    50µM*, -3%[11.5 µM], -6%, u, -14%, -4%, 23
- Cc1cccc(NC(=O)CN2C(=O)CCc3ccccc32)c1C
    x, x, x, x, -15%, -4%, 11
